Pf Dd2 inh: blocks in vitro growth of P. falciparum Dd2 | P. falciparum Dd2 growth, SYBR Green, 72 h | Potency, µM (top dose mostly 28.9 µM), without a hit: at the top dose activity, negative = inhibition, usual class: inhibitors | 120,000 compounds, 4.3% hits | AID 1347417; active = well fitted inhibition curve with a large enough effect; inconclusive = small, poorly fitted or top-dose-only effect; inactive = no such curve, though single readings can be large or run the other way;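 note: plate controls were DMSO vehicle for no effect and reference drug for full effect; nearly all actives have a fitted effect of over 65% in size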
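Readout: SYBR Green fluorescence, 485 nm excitation, 535 nm emission, after ~16 h lysis at 37C. Before that, Dd2-infected red cells (2.5% hematocrit) grew 72 h with compound, 29 uM top final concentration.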
Numbers without * were called inactive; i = inactive; u = inconclusive; [ ] = dose if it differs, or a comment. Potency is the fitted concentration of half-maximal effect. These rows are one share of the data, so the mix of outcomes need not match the whole.

SMILES	Pf Dd2 inh
CCN1c2cc(C(=O)Nc3ccc(C(F)(F)F)cc3)ccc2C(=O)N2CCCCC21 (stereo unspecified)	u
COc1cc(NC(=O)c2cn(C3CCCC3)c(=O)c3c2c2ccccc2n3C)cc(OC)c1OC	46%[activator][5.79 µM]
Cn1nccc1CN1CCC2(CC1)NC(=O)c1ccccc1O2	i
CCC(C)(C)NC(=O)c1cccc2c1CCN2C(=O)Nc1ccc(C)cc1	u
O=S(=O)(c1ccc(F)cc1)N1CCCC(Cc2noc(C3CC3)n2)C1 (stereo unspecified)	i
Cc1cc(OCCN(C)C)c(C)c2c1CC[C@@H]([C@H](C)C(=O)NCc1ccccc1)C2	-24%[44.1 µM]
O=C(COc1ccccc1)N1C[C@@H]2C[C@H](C1)c1c(-c3ccccc3F)ccc(=O)n1C2	i
Cn1c(SCc2ccc(F)cc2)nc2ccc(C(=O)NCc3ccc(Cl)cc3)cc21	u
Cc1cnc(C)c(-c2cc(O)c3c(c2)CN(CCCn2cnnn2)CCO3)n1	-2%
COCCCNC(=O)CCc1ccc2c(c1)CN(S(C)(=O)=O)CCO2	-4%
CCc1ccc(NC(=O)C2CCN(c3cc(C(F)(F)F)ncn3)CC2)cc1	u
Cc1ccc(C)c(S(=O)(=O)n2nc(C)c(S(=O)(=O)N3CCC(C)CC3)c2C)c1	23%

Grouped by structure, the entries above containing sulfur
SMILES	Pf Dd2 inh
O=S(=O)(c1ccc(F)cc1)N1CCCC(Cc2noc(C3CC3)n2)C1 (stereo unspecified)	i
Cn1c(SCc2ccc(F)cc2)nc2ccc(C(=O)NCc3ccc(Cl)cc3)cc21	u
COCCCNC(=O)CCc1ccc2c(c1)CN(S(C)(=O)=O)CCO2	-4%
Cc1ccc(C)c(S(=O)(=O)n2nc(C)c(S(=O)(=O)N3CCC(C)CC3)c2C)c1	23%

Filtered by structure, the entries above containing a carbonyl joined to an NH by a bond outside any ring
SMILES	Pf Dd2 inh
CCN1c2cc(C(=O)Nc3ccc(C(F)(F)F)cc3)ccc2C(=O)N2CCCCC21 (stereo unspecified)	u
COc1cc(NC(=O)c2cn(C3CCCC3)c(=O)c3c2c2ccccc2n3C)cc(OC)c1OC	46%[activator][5.79 µM]
CCC(C)(C)NC(=O)c1cccc2c1CCN2C(=O)Nc1ccc(C)cc1	u
Cc1cc(OCCN(C)C)c(C)c2c1CC[C@@H]([C@H](C)C(=O)NCc1ccccc1)C2	-24%[44.1 µM]
Cn1c(SCc2ccc(F)cc2)nc2ccc(C(=O)NCc3ccc(Cl)cc3)cc21	u
COCCCNC(=O)CCc1ccc2c(c1)CN(S(C)(=O)=O)CCO2	-4%
CCc1ccc(NC(=O)C2CCN(c3cc(C(F)(F)F)ncn3)CC2)cc1	u

(continued)
SMILES	Pf Dd2 inh
O=C(c1ccc2nccn2c1)N1CCCCC1	0%[44.1 µM]
O=C(CCC1CCCCC1)NC1CCN(c2cn[nH]c(=O)c2)CC1	2%
O=C(NC1CCN(c2cn[nH]c(=O)c2)CC1)C1CCCCC1	-2%
CN1CC2(CCCN(Cc3cc(F)ccc3-n3cccn3)C2)OC1=O (stereo unspecified)	-7%
Cc1ccc(CSCCC(=O)N2CCN(c3cc(C)ccc3C)CC2)cc1	9%
COc1cccc(C(=O)NCC2Cn3cccc3C(=O)N2C)c1 (stereo unspecified)	-5%
COC(C)(C)C(=O)N1CCN(c2nc(-c3ccccc3)nc3c2CCC3)CC1	i
CCC(CC)c1cc([C@H]2CN3CC[C@H]2C[C@@H]3COC(=O)Nc2ccc(C(C)(C)C)cc2)nc(-c2ccncc2)n1	1.3µM*
CC1(c2noc(-c3cccnc3)n2)CCN(C(=O)CCC(=O)N2CC(=O)Nc3ccccc32)CC1	u
COc1ccc(S(=O)(=O)N2CC[C@H]3NC(=O)N(c4ccc(C(C)C)cc4)C(=O)[C@H]32)cc1	-27%[44.1 µM]
O=C(C[C@@H]1CCNC[C@@H]1Cc1cc(CC2CCCCC2)on1)NCc1cccnc1	u
O=C(NCc1cccc(Cl)c1)c1ccc(N2CC3CC(C2)[C@H]2CCCC(=O)N2C3)nc1 (stereo partly specified)	u
Cn1c(CNC(=O)CSc2n[nH]c(-c3ccccc3)n2)nc2ccccc21	-9%
CC(=O)N1c2ccccc2C(=O)C1N1CCN(c2cccc(Cl)c2)CC1 (stereo unspecified)	i
COCCCN1C(=O)c2[nH]nc(-c3ccccc3O)c2C1c1ccc(OC)cc1 (stereo unspecified)	u
CCC(C)NC(=O)C(NC(=O)c1ccccc1C)C1CCN(C(=O)c2ccc(Cl)cc2)CC1 (stereo unspecified)	i
CC(NC(=O)c1cccc(NC(=O)c2nsc3ccccc23)c1)c1ccccc1 (stereo unspecified)	-16%
COc1cc(SC)ccc1C(=O)N[C@H]1CCN2C(=O)N(c3ccc(Cl)cc3)C(=O)[C@@H]2C1	u
Cc1ccccc1CNC(=O)c1ccc(CN2CC(=O)N3CCCCC3C2=O)cc1 (stereo unspecified)	u
O=C(CN1CCCC1=O)N1CCC(N2CC(OCC3CC3)C23CCCCC3)CC1 (stereo unspecified)	u
CNC(=O)[C@@H]1C[C@@H](n2cc(CN(C)C(=O)Nc3ccc(F)cc3)nn2)CN1	-3%
CSc1cccc(NC(=O)NC[C@H]2C[C@@H]3CCN2C[C@@H]3CN(C)c2ccccc2)c1	8.9µM*
CC(C)N1CC(Oc2cccc(C(=O)N3CCOCC3)c2)C1	i
COc1ccc(-c2cc(N3CCC(NC(=O)c4ccc5c(c4)OCO5)CC3)n[nH]2)cc1	-9%

Reprinted at random: two compounds from above
SMILES	Pf Dd2 inh
CNC(=O)[C@@H]1C[C@@H](n2cc(CN(C)C(=O)Nc3ccc(F)cc3)nn2)CN1	-3%
O=C(CN1CCCC1=O)N1CCC(N2CC(OCC3CC3)C23CCCCC3)CC1 (stereo unspecified)	u

Additional compounds follow:
SMILES	Pf Dd2 inh
COCCN1CCCCC(CC(=O)Nc2cc(OC)cc(OC)c2)C1=O (stereo unspecified)	-8%
O[C@@H]1C[C@@H](c2nnc3n2CCN(Cc2ccc(F)cc2F)C3)N(Cc2ccccc2)C1	i
Cc1noc(C)c1S(=O)(=O)N(CC(=O)NCc1ccccc1)c1ccc(C(C)C)cc1	-18%
O=C(CCC[C@@H]1[C@H]2CCCN3CCC[C@@H](CN1C(=O)c1ccccc1)[C@@H]23)NCCCN1CCCC1=O	-3%
COc1ccc2c(c1)c1c(c(=O)n(-c3cccc(C)c3)c(=O)n1CC(=O)NCC1CCCO1)n2C (stereo unspecified)	-18%
C#CCNC(=O)C1=NOC2CN(C(=O)C3CC3)CC12 (stereo unspecified)	12%[44.1 µM]
CCc1cccc(-n2nnnc2N2CCN(C(=O)NC3CCCCC3)CC2)c1	15%
N#CC1=C2SCN(C3CCCCC3)CN2C(=O)CC1c1ccc(Br)cc1 (stereo unspecified)	u
O=c1c2nc(-c3ccccc3)ccc2ncn1-c1ccccc1	u
CCOc1ccc2c(n1)CCN(C(=O)Cc1c(C)noc1C)C2	i
COc1ccc(CC(=O)N2CCn3c(nnc3-c3ccc(OC)cc3)C2)cc1	0%
O=C(c1nc(-c2ccc(F)cc2)c2ccccn12)N1CCN(c2ncccn2)CC1	u
CCCNC(=O)N1CCC2(CCCCO2)CC1	13%
CCS(=O)(=O)c1ncc(Cl)c(C(=O)NCc2ccc(OC)cc2)n1	47%[activator][5.79 µM]
COc1ccc(Nc2ncc(C(=O)N3CCN(c4ccccc4OC)CC3)c3ccccc23)cc1	-14%
Cc1ccc(Cl)cc1NC(=O)CCn1cnc2ccccc2c1=O	u
O=C(c1ccccc1Cl)N1CCC(c2nc3ccccc3s2)CC1	88%[activator]
CN(C)c1cccc(-c2nc(-c3nnn4c3COC(c3ccc(Cl)cc3)C4)no2)c1 (stereo unspecified)	u
Cc1cc(F)ccc1NC(=O)CCC1CCCN(Cc2cn[nH]c2-c2cccc(F)c2)C1 (stereo unspecified)	u
CCC1CCCCN1CCCNC(=O)c1c(O)nc2c(C)cccn2c1=O (stereo unspecified)	15%
O=C(NCCc1ccc(Cl)cc1)C1CCN(S(=O)(=O)c2ccc3[nH]ccc3c2)CC1	u
CCc1ccc(Cn2nnc3c(=O)[nH]c(C4CCCN(C(=O)c5cccc(Cl)c5)C4)nc32)cc1 (stereo unspecified)	1%
Cc1ccccc1OC(=O)c1cc(-c2ccc3c(c2)OCCO3)on1	18%
CC(=O)Nc1ccc(CN[C@@H]2CO[C@H](CNC(=O)C3CCCC3)[C@H]2O)cc1	46%[activator][44.1 µM]
CCCNC(=O)c1cccc2c1CCN2S(=O)(=O)c1ccc(OC)cc1	-20%
CN1c2cc(C(=O)Nc3cccc(F)c3)ccc2C(=O)N2CCCCCC21 (stereo unspecified)	12%
Cc1ccc(-n2cc(CN(C)C(C)C(=O)N(C)C)c(-c3cccc(C)c3)n2)cc1 (stereo unspecified)	4µM*
O=C(c1cc[nH]c1)N1CCN(c2nc3ccccc3s2)CC(O)C1 (stereo unspecified)	7%
Cc1cccc(C(=O)N2CCCC(c3noc(-c4cc5c(=O)[nH]c(C)cn5n4)n3)C2)c1 (stereo unspecified)	5.6µM*
CN(C)c1ccc(C(=O)N2CCN(C(=O)c3ccc(N(C)C)cc3)[C@H](C(=O)N[C@H](Cc3c[nH]c4ccccc34)C(N)=O)C2)cc1	u
Cc1noc(-c2cn(C3CCN(C(=O)c4ccc[nH]4)CC3)nn2)n1	i
CCOc1ccc(CN(CCc2ccc3c(c2)OCO3)Cc2cc(OC)cc(OC)c2)cc1	u
O=C(Nc1cccc(Cl)c1)N1CCCCC1c1noc(COCC2CC2)n1 (stereo unspecified)	-20%
COCCN(C)C[C@H]1C[C@H](CO)CN(C(=O)c2ccc(SC)cc2)C1	-11%
CCCSCCCNC(=O)c1sc2nc(C)cc(C)c2c1-n1cccc1	22%
CCOc1ccccc1CN1CCCN(S(C)(=O)=O)C(c2ccccc2)CC(=O)NCC1 (stereo unspecified)	-1%
COc1ccc(CN2Cc3cc(NC(=O)c4ccc5c(c4)OCO5)ccc3OC(C)C2=O)cc1 (stereo unspecified)	-7%
O=C(CN1C(=O)NC2(CCOCC2)C1=O)Nc1cc(F)cc(F)c1	45%[activator]
Cc1sc2ccn(C)c(=O)c2c1C(=O)NCc1ccccc1Cl	i
COc1cccc(CN2CCCC(O)(CNC3CCCCCCC3)C2=O)c1 (stereo unspecified)	u
O=C(CSc1ccccc1)NCc1ccc2c(c1)CCN2C(=O)c1ccc(Cl)cc1	i
CCc1cc(=O)n(CC(=O)Nc2cccc(Cl)c2C)c(N2CCOCC2)n1	-25%
CSc1cccc(CN(C)C(=O)CC2COCCN2)c1 (stereo unspecified)	i
Cc1ccccc1Nc1nc(N)c(C(=O)c2ccccc2Cl)s1	u
O=C(CC1CCCCC1)NC1CCN(c2cnn(CC3CC3)c(=O)c2)CC1	i
COc1ccc(-c2nc3c(c(=O)[nH]2)CCN(C(=O)c2ccccc2)C3)cc1	i
O=C1CCN(C(=O)CC2CCCC2)CCCC(c2nc(-c3cccnc3)no2)CCN1 (stereo unspecified)	u
Cc1ccc(NC(=O)c2sc(-n3nc(C)c(Cc4ccc5c(c4)OCO5)c3C)nc2C)cc1Cl	-19%
CCOc1ccccc1C(=O)N1CCC2(CC1)NC(=O)N(c1cccc(Cl)c1)N2	i
COc1ccc(N2C(=O)C3(CCCCC3)C2C(=O)NCCN2CCc3ccccc3C2)cc1 (stereo unspecified)	8.9µM*
Cc1oc2ncn(C)c(=O)c2c1C(=O)N(C)c1ccccc1F	31%[activator]
Cc1cc2[nH]c(=O)c(=O)[nH]c2cc1S(=O)(=O)NCc1ccc(F)cc1	-13%
O=C(NCCCc1ccccc1)c1nn(-c2ccccc2)nc1CO	45%[activator]
CNC(=O)[C@@H]1C[C@H](n2cc(CNC(=O)Nc3cccc(Cl)c3C)nn2)CN1	1%
CSc1nc2c([nH]c3ccccc32)c(=O)n1-c1ccc(F)cc1	23%
COc1cc(OC)c(NC(=O)N2CCC(CN3CCOCC3)CC2)cc1Cl	10%
COc1ccc(C(=O)NCc2nnc3ccc(-c4ccc(Cl)cc4)nn23)c(C)c1	5%
CC(C)NC(=O)Cn1ccn2nc3c(c2c1=O)CCCC3	20%
COc1cccc(NC(=O)Cn2c(=O)ccc3cc(S(=O)(=O)N4CCC(C)CC4)ccc32)c1	-22%
O=c1cc(-c2ccc(F)cc2)nc(SCc2nc(-c3cccc(Cl)c3)no2)[nH]1	0%

Additional entries
SMILES	Pf Dd2 inh
CCOC(=O)c1cnc2c(C)cc(C)cc2c1Nc1ccc(N2CCOCC2)cc1	u
COc1ccc(NC(=O)[C@@H]2COCC(=O)N2Cc2ccc(OC)c(OC)c2)cc1Cl	-13%
CN(C)c1ccc(C(=O)N2CCCN(c3cc(-c4ccc(Cl)cc4)[nH]n3)CC2)cc1	-22%
Cn1cnc(S(=O)(=O)N2CCCC(C(=O)NCc3ccc(F)cc3)C2)c1 (stereo unspecified)	i
COCc1ccc2c(c1)c(OC(C)(C)C(=O)NC1CCC(O)CC1)nn2Cc1ccccc1 (stereo unspecified)	-16%
COc1ccccc1NCc1nnc2n1CCCCC2	20%
CC(=O)c1cccc(-n2c(CCC(=O)O)ccc2-c2ccccc2)c1	-20%
O=C1CC2CCCC(C1)N2C(=O)c1cccc(Br)c1	-9%[44.1 µM]
O=C([C@H]1C[C@@H](F)CN1C(=O)c1ccc(C(F)(F)F)cc1)N1CCOCC1	i
CCC(=O)N1C(C(=O)NC(C)C)COC12CCC(C)CC2 (stereo unspecified)	-15%
CCN1c2cc(C(=O)Nc3ccc(OC)cc3)ccc2C(=O)N2CCCCC21 (stereo unspecified)	u
COCCN1CCC(N2CCN(C(=O)Cc3cccc(C)c3)CC2)C1=O (stereo unspecified)	0%
CSc1cccc(NC(=O)CN(C)S(=O)(=O)c2ccc3c(c2)CCCN3C(C)=O)c1	-5%
Cc1ncsc1CN1C(=O)CO[C@H](c2ccc(NC(=O)c3ccc(F)cc3)cc2)[C@H]1CO	-17%
COc1cc(OC)c(OC)cc1CN1C[C@@H]2C(=O)N(C)C(=O)[C@@H]2C1	9%
